# TNAP inh no acc: inhibitors of human TNAP without phosphate acceptor; P05186; purified TNAP, CDP-star luminescence, 30 min; inhibition, % at 20 µM; 200,000 tested, 0.26% active; AID 1012;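 active means tissue-nonspecific alkaline phosphatase inhibition above about 50% at 20 µM in the single-dose screen, limit read from the data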;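 further: 0% = DMSO negative control and 100% = EDTA positive control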
# Target sequence (P05186 whole entry, looked up): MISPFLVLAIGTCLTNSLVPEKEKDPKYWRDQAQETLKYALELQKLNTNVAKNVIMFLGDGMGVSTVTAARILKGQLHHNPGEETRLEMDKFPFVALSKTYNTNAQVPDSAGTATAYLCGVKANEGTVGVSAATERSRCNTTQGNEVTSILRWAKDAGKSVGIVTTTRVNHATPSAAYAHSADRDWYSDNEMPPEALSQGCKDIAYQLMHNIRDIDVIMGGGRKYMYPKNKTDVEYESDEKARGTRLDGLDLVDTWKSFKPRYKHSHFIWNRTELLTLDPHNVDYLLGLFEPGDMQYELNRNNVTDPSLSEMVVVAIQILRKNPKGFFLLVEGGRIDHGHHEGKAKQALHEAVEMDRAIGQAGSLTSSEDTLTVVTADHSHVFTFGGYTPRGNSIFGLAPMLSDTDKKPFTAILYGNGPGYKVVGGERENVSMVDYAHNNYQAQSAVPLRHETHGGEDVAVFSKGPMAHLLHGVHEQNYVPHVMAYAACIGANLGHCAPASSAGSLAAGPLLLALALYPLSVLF
# bIAP activator: intestinal alkaline phosphatase (bovine) activation; purified bovine IAP, CDP-star luminescence, 30 min; hits give high values; fold of DMSO-control signal, blank-subtracted; activation factor at 20 µM; 200,000 tested, 0.17% active; AID 1016;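 active means activation factor of 2 or more at 20 µM, a signal rise over negative controls twice the positive control's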
# APP transl inh: APP translation inhibition; SH-SY5Y APP 5'UTR-luciferase reporter, luminescence; inhibition, % at 2 µM; 190,000 tested, 0.82% active; AID 1285;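 active means inhibition above a set limit, derived from the sample mean plus 3 SD, cut at about 45% in these data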; further: values of inactives mirror those of a sister screen read the other way
# TNAP inh hi DEA: TNAP (human) inhibition, high acceptor; purified TNAP, CDP-star luminescence, 1 M DEA; inhibition, % at 20 µM; 200,000 tested, 0.03% active; AID 1135;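 active means over 50% inhibition of tissue-nonspecific alkaline phosphatase at 20 µM in the single-dose screen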;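 further: plate controls were DMSO wells for no effect and EDTA-quenched wells as full inhibition for full effect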
# bIAP inh: intestinal alkaline phosphatase (bovine) inhibition | purified bovine IAP, CDP-star luminescence, 30 min | inhibition, % at 20 µM | 190,000 tested, under 10 active | AID 1019;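 active means over 50% inhibition of intestinal alkaline phosphatase at 20 µM in the single-dose screen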
#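 test system = bovine IAP enzyme | medium = DEA buffer 100 mM, pH 9.8, with MgCl2 1.0 mM, ZnCl2 0.02 mM | detection = luminescence | dosing = single compound dose of 20 µM, 2% DMSO final | incubation = 30 min reaction at room temperature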
# FLuc stim CS: affects firefly luciferase, flagging false hits in luciferase stimulation screens; ATPlite luciferase biochemical, luminescence, 10 min; 0 = ATP-free wells, 1 = DMSO control; activation factor at 10 µM; P08659; 200,000 tested, under 10 active; AID 1027;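 active means luciferase activation factor, scaled between plate controls, of at least 2 with compound at 10 µM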
# Target sequence (P08659 whole entry, looked up): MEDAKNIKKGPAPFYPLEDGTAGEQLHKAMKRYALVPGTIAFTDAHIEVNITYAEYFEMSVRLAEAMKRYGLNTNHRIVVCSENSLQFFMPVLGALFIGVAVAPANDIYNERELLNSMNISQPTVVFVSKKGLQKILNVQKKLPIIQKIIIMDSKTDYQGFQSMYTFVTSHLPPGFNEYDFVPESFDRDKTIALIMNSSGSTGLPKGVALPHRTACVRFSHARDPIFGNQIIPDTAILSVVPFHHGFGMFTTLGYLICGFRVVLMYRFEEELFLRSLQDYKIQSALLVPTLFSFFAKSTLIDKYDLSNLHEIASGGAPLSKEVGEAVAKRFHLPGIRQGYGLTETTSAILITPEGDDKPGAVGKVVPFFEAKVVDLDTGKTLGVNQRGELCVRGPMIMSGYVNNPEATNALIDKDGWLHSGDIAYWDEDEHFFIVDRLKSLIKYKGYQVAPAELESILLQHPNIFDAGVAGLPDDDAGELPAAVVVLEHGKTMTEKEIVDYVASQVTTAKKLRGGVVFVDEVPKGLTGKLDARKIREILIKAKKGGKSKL
#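 assay system = Luciferase/luciferin detection reagent, cell-free biochemical luciferase assay | also added = ATP substrate | times = 10 min post-reagent at room temperature | measured by = luminescence from luciferase reaction | measure = luciferase activation, seen as luminescence increase over controls | benchmarks = low control with PBS replacing ATP, high control enzyme plus ATP without compound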
# RAM inhibit: blocks the yeast RAM network | S. cerevisiae dse1pr::URA3 reporter, 5-FOA growth OD615, 2 d; analog-sensitive cbk1-as2 kinase mutant strain | 190,000 tested, 1.8% active | AID 868 | inhibition, % at 50 µM;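 active means inhibition above a set limit, 3 SD over mean compound inhibition, cut at about 8.4% in these data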;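 further: 0% = DMSO-only wells with no growth and 100% = 10 µM 1-NA-PP1 full growth; inhibition rescues growth on 5-FOA so higher OD means more RAM inhibition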
# TNAP act hiacc: activators of human TNAP at high phosphate acceptor concentration; P05186; purified TNAP, CDP-star luminescence, 1 M DEA, 30 min; hits give high values; 0 = EDTA background, 1 = DMSO-only activity; activation factor at 20 µM; 200,000 tested, under 10 active; AID 1136;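 active means activation factor at least 2 at 20 µM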
#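 system = human TNAP | amount = enzyme diluted 1/800 final | reagent = 100 µM CDP-star substrate | signal = luminescent substrate turnover signal | dosing = one dose, 20 µM | benchmarks = EDTA negative control, DMSO positive control | measure = activation factor | timing = 30 min reaction, room temperature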
# FLuc inhib CS: counter-screen for luciferase assay inhibitors: firefly luciferase inhibition; 200,000 tested, 1.5% active; inhibition, % at 10 µM; ATPLite firefly luciferase biochemical luminescence, 10 min; P08659;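 active means inhibition above about 50% when tested at 10 µM, limit read from the data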
# Lmaj promast: reduces viability of Leishmania major promastigotes. resazurin fluorescence viability. inhibition, % at 10 µM. 200,000 tested, 9% active; in the data active means inhibition above about 50%;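 further: promastigotes grown with compound for 44 hours at 28 °C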
# Active calls of the source: *; nt = no result given.
No.	SMILES	TNAP act hiacc	FLuc stim CS	bIAP activator	TNAP inh hi DEA	APP transl inh	bIAP inh	FLuc inhib CS	Lmaj promast	RAM inhibit	TNAP inh no acc
1	CCc1ccc(N/C(N)=N/c2nc(CSc3ncccn3)cc(=O)[nH]2)cc1	1.1	1.1	1	-6	9	-4	-7	2	2.3	-23
2	CCN(CC)CCNc1nc(-c2ccccc2)c2c(c1C#N)CC(C)(C)OC2	1.1	1.1	1.1	-8	-9	-8	-7	28	3.0	1
3	NC(=O)Cn1c(=O)n(CCCC(=O)NC2CCN(Cc3ccccc3)CC2)c(=O)c2ccccc21	1.1	1.1	1	-8	-2	2	-8	-4	1.0	-25
4	CC(NCc1ccccc1)C1COc2ccccc2O1 (stereo not given)	1	1.1	0.9	-4	-19	14	-7	29	1.3	-16
5	Cc1nc2ccccc2n1CC(=O)NC1CCCC1	1	1.1	1	-4	6	3	-7	-6	-0.4	-8
6	CCOCCCNC(=O)C(NC(=O)c1ccc(=O)[nH]c1)c1ccc(Cl)cc1 (stereo not given)	1.1	1	1.2	-6	0	-20	-3	-7	-0.1	8
7	Cc1cccc(C2c3[nH]c4ccccc4c3CCN2C(=O)c2cn(C)c3ccccc3c2=O)n1 (stereo not given)	1	1.1	1	-3	-16	-2	-6	28	1.4	-7
8	O=C(Nc1ccccn1)C12CC3CC(CC(C3)C1)C2	1	1	0.8	0	12	19	0	-6	-0.4	1
9	CC(=O)N1CCN(CC(=O)Nc2cc([N+](=O)[O-])ccc2Cl)CC1	1	1.1	1.1	-2	-4	-8	-8	0	0.1	-6
10	COc1ccc(CNC(=O)c2c(C)cc(=O)oc2C)cc1	1	1	1	0	-2	-2	-4	-9	0.5	-2
11	O=C(Nc1ccc(SC(F)F)cc1)C1=COCCO1	1	0.6	0.9	-4	-201	7	41	5	0.2	-16
12	COC(=O)CSc1nnc(-c2cccc(NC(=O)c3ccc(C)cc3)c2)n1C	1.1	0.9	1.1	-5	-21	-9	9	-6	3.5	-2
13	Cc1onc(-c2ccccc2)c1C(=O)Nc1ccc(OC(C)C)cc1	1	1	0.8	-5	-9	16	-4	25	0.2	-10
14	CCn1cc(C(=O)NCCOC)c(=O)c2ccc(C)nc21	1	1	1.1	-1	-6	-6	-3	0	0.2	-5
15	CCc1ccc(-n2c(=O)c3c(C)c(C(=O)N(C)C)sc3n(CC(=O)NCC3CCCO3)c2=O)cc1 (stereo not given)	1	1	1.1	5	-3	-10	-2	-3	1.5	-5
16	CCc1ccc(NC(=O)c2sccc2-n2cccc2)cc1	1.1	1	0.5	-7	-14	45	-4	-1	4.7	-1
17	N#Cc1ccccc1CN1C(=O)S/C(=C/c2cccn2-c2cccc(C(=O)O)c2)C1=O	1	1.1	1	-4	8	2	-7	-8	1.2	17
18	CCc1nnc(NC(=O)C(NS(=O)(=O)c2ccc3c(c2)OCCO3)C(C)C)s1 (stereo not given)	1.1	1.1	1.2	-8	-34	-18	-6	-4	3.0	-11
19	O=C(Nc1ccc2c(c1)OCCO2)Nc1ccc2c(c1)OCO2	1	0.1	1.1	-3	-174	-12	93*	1	0.9	-10
20	CCC(CC)NC(=O)CSc1nnc(-c2ccc(OC)cc2)n1C(C)C	1.1	1.1	0.9	-6	20	7	-8	-5	0.5	-6
21	COc1ccc(CCN2C(=O)CC(Cc3ccc(Br)cc3)C2=O)cc1OC (stereo not given)	1	1.1	1	-4	10	5	-7	56*	1.1	-28
22	CN(C)CCCN(C(=O)COc1ccc(Cl)cc1)c1nc2ccc(F)cc2s1	1	1	0.8	-1	2	22	3	-6	2.9	-3
23	CCn1c(CC(=O)Nc2ccc(C)cc2)nnc1SCC(=O)NCc1ccccc1	1.1	1.1	1	-6	-44	0	-6	-10	0.6	-14
24	Cn1c(=O)c2nc(-c3ccccc3)oc2c2ccccc21	1	1	1	-5	-3	-2	2	92*	3.0	-14
25	CC(C)(C)c1nn(-c2ccccc2)c2[nH]c(=O)c(CNCc3ccc4c(c3)OCO4)cc12	1.1	1	1.3	-6	6	-29	-2	16	0.8	18
26	CCOc1cc(-n2nc(C)c(C#N)c2N)nc(SC)n1	1	1	1.1	-3	4	-7	-3	3	0.1	-6
27	C/C(N)=C(/C#N)C(=O)COC(=O)C1CCC(C(C)(C)C)CC1 (stereo not given)	1	1	1.1	0	-11	-5	0	11	-1.5	0
28	CSc1nc(C)cc(OCC(=O)n2nc(C)cc2C)n1	1	1	1	-2	-10	3	-4	-4	1.2	-4
29	CCc1ccc(NC(=O)c2ccccc2Br)cc1	1	0.8	1.1	0	-130	-5	17	-2	-0.1	-9
30	Cc1ccc(OCC(=O)Nc2ccc(F)cc2)cc1	1	0.9	0.8	-1	-13	16	10	-2	-0.2	-3
31	Cc1ccccc1NS(=O)(=O)c1ccc(F)cc1	1	1	0.9	-2	13	6	-4	-5	-0.3	-5
32	CCN1CC(O)=C(c2nc3ccccc3s2)C1=N	1	1	1.2	0	-10	-20	-4	6	1.1	-8
33	Cc1nc(NC(=O)CN(C)S(=O)(=O)c2ccc(Br)cc2)sc1C	1.1	1	0.9	-6	-13	8	-1	9	3.1	-13
34	O=C(CSc1ccccc1)Nc1nnc(COc2ccc(Cl)cc2)s1	1	1	1.3	2	-16	-27	-4	-9	5.8	-16
35	NC1=NC(=O)/C(=C\c2ccc(O)c([N+](=O)[O-])c2)S1	0.9	1	1	12	18	-1	-1	-3	0.4	10
36	Cc1noc(C)c1S(=O)(=O)Nc1ccc(C(=O)N2CCCCC2)cc1	1	1	1.1	0	-1	-8	-1	-5	0.5	-3
37	Cc1cccc(NC(=O)Cn2c(O)c(N=NC(=O)c3ccccc3O)c3ccccc32)c1	0.9	0.7	1.1	14	-8	-6	32	-11	-0.1	1
38	Cc1ccccc1-n1c(C)cc(/C=N/NC(=O)c2ccncc2)c1C	1	0.4	1.1	1	-18	-7	55*	4	-0.3	2
39	COc1cc(C(=O)n2nc(C)cc2C)ccc1O	1	1	1	-4	-7	3	-3	-4	0.0	-12
40	CCN1CCCc2cc(CN(CCN3CCOCC3)C(=S)Nc3ccc(OC)cc3)ccc21	1.1	1.1	1	-5	-2	4	-8	-7	0.2	-5
41	Cc1cc(C)nc(NC(N)=NCCc2c[nH]c3ccccc23)n1	1.1	1.1	1.4	-7	2	-36	-7	78*	0.2	-39
42	CCCN(CCC)C(=O)CSc1nc2n[nH]c(C)c2c(=N)n1-c1ccc(OC)cc1	1.1	1	2.9*	-7	13	-190	-2	24	0.6	-39
43	CCOc1ccc(CCNS(=O)(=O)c2c(C)n[nH]c2C)cc1OCC	1	1	1	-2	-8	2	-5	-4	1.9	5
44	CN1CCN(C(=S)c2ccc(Br)cc2)CC1	1	1	0.9	-2	-23	5	-4	85*	-1.2	-5
45	CCO[C@@H]1OC(C(=O)NC2CC2)=C[C@H](c2csc3ccccc23)[C@H]1CCCO	1	1	1	-2	14	-2	-1	-8	0.9	-2
46	COc1cc2c(cc1OC)C(SC)=NC(C)(C)C2	1	1.1	0.9	-4	-10	8	-8	45	0.4	-12
47	CCC(CC)NC(=O)c1ccc2nc[nH]c2c1	1	1.1	0.9	-5	6	11	-6	2	0.3	-21
48	Cc1cc(N2CCN(C)CC2)nc2ccc(NC(=S)N3CCCCC3)cc12	1.1	1	1.1	-6	-18	-10	-5	33	-0.4	0
49	O=C(NC1CCCCC1)NC1CC2CCC(C1)N2Cc1nnnn1Cc1ccc2c(c1)OCO2 (stereo not given)	1.1	1	1.5	-5	3	-49	-4	1	1.0	-31
50	COC(=O)c1c(NC(=O)COC(=O)c2ccccc2O)sc2c1CCCCC2	1	1.1	1	-4	2	4	-6	6	2.0	16

# More entries follow:
No.	SMILES	TNAP act hiacc	FLuc stim CS	bIAP activator	TNAP inh hi DEA	APP transl inh	bIAP inh	FLuc inhib CS	Lmaj promast	RAM inhibit	TNAP inh no acc
51	Clc1ccc(OCCn2ccnc2)c(Cl)c1	1	1	0.9	-2	-17	9	-2	25	1.1	-3
52	Cc1ccc2c(c1)nnn2C1CCN(CC(=O)N2c3ccccc3CC2C)CC1 (stereo not given)	1	1	1	-3	18	-3	0	3	-0.1	-2
53	Cc1cc(C(=O)Nc2nnc(C3CCCCC3)s2)cs1	1	1	0.9	-5	-74	12	0	-4	3.5	-10
54	COc1cccc(CN(C)C(=O)c2cccc(OC3CCN(C4CCCC4)CC3)c2)c1	1.1	1.1	1.1	-7	-9	-10	-8	63*	0.8	-4
55	CCC(c1nnc(SCC(=O)NC23CC4CC(CC(C4)C2)C3)o1)N(C)C (stereo not given)	1	1	0.9	-3	-10	5	-4	34	0.8	-10
56	CCn1cc(CNC(=O)/C=C/c2ccc([N+](=O)[O-])cc2)c(C)n1	1	1	0.9	-4	16	6	-4	28	3.4	-8
57	CCN(CC(=O)NC(C)C)C(=O)C(CCSC)NC(=O)c1cccc(C)c1 (stereo not given)	1.1	1.1	0.9	-7	2	10	-7	-3	1.7	-27
58	Fc1ccccc1OCCCN1CCOCC1	1.1	1	1	-7	7	4	-3	51*	1.3	-13
59	COc1cccc(NC(=O)CN2C(=O)COc3ccc(Cl)cc32)c1	1.1	1.1	0.9	-8	nt	7	-7	-3	0.5	2
60	O=C(CSc1ccccc1)N1CCN(C(=O)c2ccco2)CC1	1	1	1	-4	-5	-4	-1	-9	-0.4	-8
61	COc1c(C)cc(C(=O)C2CCCN(C(=O)c3cc4nc(C)cc(C)n4n3)C2)cc1C (stereo not given)	1.1	1.1	1	-5	-7	0	-6	0	-0.8	-8
62	COc1ccccc1C(=O)NC(=S)Nc1ccc(NC(=O)c2cccs2)cc1	1	1	0.9	-2	-4	14	-2	-3	3.5	-18
63	COc1ccc(NC(=S)N2CCOCC2)c(OC)c1	1.1	1.1	0.9	-5	-14	10	-7	49	0.0	-8
64	Cc1nn(CCCC(=O)Nc2cccnc2)c(C)c1[N+](=O)[O-]	1	1	1	1	-13	-2	1	0	0.4	-5
65	Cc1cc(O)c(C(C)C)cc1N=C1CSC(=O)N1	1	1	0.9	-2	3	10	-1	-1	2.7	-4
66	Cc1ccc(NC(=O)Cn2c(=O)n(Cc3ccco3)c(=O)c3ccccc32)c(C)c1	1	1.1	0.9	-2	-3	6	-6	-14	2.5	-10

# Part of the list above, with one line to a screen.
61. COc1c(C)cc(C(=O)C2CCCN(C(=O)c3cc4nc(C)cc(C)n4n3)C2)cc1C (stereo not given)
62. COc1ccccc1C(=O)NC(=S)Nc1ccc(NC(=O)c2cccs2)cc1
63. COc1ccc(NC(=S)N2CCOCC2)c(OC)c1
64. Cc1nn(CCCC(=O)Nc2cccnc2)c(C)c1[N+](=O)[O-]

Assay by compound	61	62	63	64
TNAP act hiacc	1.1	1	1.1	1
FLuc stim CS	1.1	1	1.1	1
bIAP activator	1	0.9	0.9	1
TNAP inh hi DEA	-5	-2	-5	1
APP transl inh	-7	-4	-14	-13
bIAP inh	0	14	10	-2
FLuc inhib CS	-6	-2	-7	1
Lmaj promast	0	-3	49	0
RAM inhibit	-0.8	3.5	0.0	0.4
TNAP inh no acc	-8	-18	-8	-5

# Source: PubChem (several laboratories)
